# TLR4 MyD88 comp = blocks binding of human TLR4 to MyD88; O00206+Q99836; HeLa CL3-4 TLR4/MyD88 BLA complementation, FRET ratio; inhibition, % at 8.4 µM; hit rate 0.18% among 200,000; AID 861; in the data active = inhibition above about 25%;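 also: 0% = vehicle and 100% = reference inhibitor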
# Diaphorase inh = counter-screen for diaphorase-based assays: diaphorase inhibitors and chemical oxidizers. hit rate 0.69% among 190,000. diaphorase resazurin-to-resorufin fluorescence, NADH, 16 min; bacterial (C. kluyveri) enzyme, not human. inhibition, % at 20 µM;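 active = primary screen inhibition at 20 µM above a set limit, cut at about 50% in these data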;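 also: plate controls were DMSO with full reaction for no effect and wells lacking NADH for full effect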
#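 System: Diaphorase enzyme from Clostridium kluyveri | Amount: Enzyme working solution with 0.14 U/mL diaphorase | Benchmarks: No-NADH positive control and DMSO neutral control | Signal: Fluorescence of resorufin formed from resazurin, Ex 544/Em 590 nm | Schedule: 16-min room-temperature incubation before reading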
# Hsp70 activator = transcriptional activators of Hsp70. activation, % at 10 µM. hit rate 0.04% among 200,000. HeLa Hsp70 promoter luciferase reporter, luminescence; scaled: vehicle 0, proteasome-inhibitor control 100%;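 active = activation above the mean across all tested compounds plus 3 SD, cutoff set per campaign, cut at about 5.5% in these data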;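 also: 100% = MG132 at 30 µM as the positive control and 0% = DMSO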
# Redox H2O2 prof = compounds producing H2O2 with reducing agent – biochemical, NIH compound library profiling, artefact control for MLSCN library redox annotation, primary screen; DTT-dependent redox cycling H2O2, phenol red/HRP absorbance; 100% = 100 µM peroxide control, 0% = buffer; hit rate 0.03% among 200,000; activation, % at 10 µM;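 active = activation of at least 50% relative to the plate's high and low controls in the primary single-dose screen; inactive = activation below 50%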;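 also: compound incubated with DTT at 0.8 mM final as the reducing agent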
# Diaph act CS = diaphorase activation or chemical reduction counter-screen | Diaphorase/resazurin coupled assay, resorufin fluorescence, 16 min; active compounds read high; 1 = vehicle wells, 0 = NADH-free wells | activation factor at 20 µM | hit rate 0.005% among 190,000;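 active = diaphorase activity raised at least twofold by the compound at 20 µM; inactive = activation factor below 2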
#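 Assay system: bacterial diaphorase enzyme (C. kluyveri) / Input: enzyme 0.07 U/mL final / Medium: 50 mM HEPES pH 7.4 with 4.542 mM MgCl2, 0.005% Tween 20 / Doses: single compound dose of 20 µM, 1% DMSO final / Incubation: 16 min enzyme reaction, ambient temperature / Signal: fluorescence, excitation 544 nm and emission 590 nm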
# PMI activator = increases human mannose-6-phosphate isomerase activity | purified human PMI, coupled resazurin fluorescence, 20 min; active compounds read high; 1 = vehicle control, 0 substrate-free wells | P34949 | activation factor at 20 µM | hit rate 0.005% among 190,000;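 active = activation factor of 2 or more at 20 µM, relative to plate controls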
# Target sequence (P34949 whole entry, looked up): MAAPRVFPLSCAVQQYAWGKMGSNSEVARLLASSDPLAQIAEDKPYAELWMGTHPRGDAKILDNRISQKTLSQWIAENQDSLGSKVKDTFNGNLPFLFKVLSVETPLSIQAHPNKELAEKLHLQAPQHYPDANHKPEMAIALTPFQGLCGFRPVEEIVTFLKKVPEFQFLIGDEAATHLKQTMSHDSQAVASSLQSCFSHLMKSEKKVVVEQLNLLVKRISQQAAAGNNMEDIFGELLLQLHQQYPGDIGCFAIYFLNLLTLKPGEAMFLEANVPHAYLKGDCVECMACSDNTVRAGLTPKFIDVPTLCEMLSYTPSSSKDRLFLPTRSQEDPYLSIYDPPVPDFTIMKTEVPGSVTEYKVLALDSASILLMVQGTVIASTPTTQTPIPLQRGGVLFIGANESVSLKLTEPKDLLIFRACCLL
# Lmaj promast = inhibitors of Leishmania major promastigote growth; Leishmania major promastigotes, resazurin fluorescence viability; inhibition, % at 10 µM; hit rate 9% among 200,000;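 also: promastigotes grown with compound for 44 hours at 28 °C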
# S1P3 antagonist = antagonists of human S1P3 receptor. hit rate 0.27% among 170,000. AID 485. CHO S1P3 NFAT-BLA reporter, FRET fluorescence, antagonist mode. Q99500. inhibition, % at 4.98 µM;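 active = inhibition above the plate cutoff, the mean inhibition of test wells on that plate plus 3 SD, cut at about 28% in these data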;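 also: cells challenged with S1P at its EC80 of 0.8 µM; blue over green emission ratio from cleaved BLA substrate after 4 h stimulation; 0% = S1P-stimulated wells and 100% = unstimulated DMSO-only wells; some compounds past the cut are filed as inactive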
# Target sequence (Q99500 whole entry, looked up): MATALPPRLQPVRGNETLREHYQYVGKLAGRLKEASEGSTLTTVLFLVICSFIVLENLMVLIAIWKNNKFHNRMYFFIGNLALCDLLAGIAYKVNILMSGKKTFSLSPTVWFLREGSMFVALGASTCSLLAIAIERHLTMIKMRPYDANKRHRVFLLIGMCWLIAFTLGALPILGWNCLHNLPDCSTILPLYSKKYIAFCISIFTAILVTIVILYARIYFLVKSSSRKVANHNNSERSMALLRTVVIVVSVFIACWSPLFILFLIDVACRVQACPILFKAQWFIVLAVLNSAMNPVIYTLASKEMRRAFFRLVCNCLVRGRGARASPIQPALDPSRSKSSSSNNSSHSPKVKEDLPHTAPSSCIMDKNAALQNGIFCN
# RAM network inh = yeast RAM network inhibition; S. cerevisiae dse1pr::URA3 reporter, 5-FOA growth OD615, 2 d; analog-sensitive cbk1-as2 kinase mutant strain; AID 868; hit rate 1.8% among 190,000; inhibition, % at 50 µM;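 active = inhibition above a set limit, 3 SD over mean compound inhibition, cut at about 8.4% in these data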;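 also: 0% = DMSO-only wells with no growth and 100% = 10 µM 1-NA-PP1 full growth; inhibition rescues growth on 5-FOA so higher OD means more RAM inhibition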
# G6PDH counter = L. mesenteroides G6PDH inhibition counter-screen | Purified L. mesenteroides G6PDH, diaphorase/resazurin coupled fluorescence, 45 min | AID 1020 | hit rate 0.12% among 200,000 | inhibition, % at 5 µM
# PMI act satM6P = PMI (human) activation, high substrate | P34949 | coupled PMI enzyme assay, resazurin fluorescence, 20 min; active compounds read high; 1 = untreated enzyme, 0 = substrate-free blank | activation factor at 20 µM | hit rate 0.34% among 190,000;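 active = activation factor of 2 or more at 20 µM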
#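 Material: human phosphomannose isomerase with PGI, G6PDH, diaphorase coupling enzymes. Quantity: 15 ng/mL PMI. Medium: HEPES pH 7.4 buffer with MgCl2 and Tween-20. Reagent: Near-saturating mannose-6-phosphate, 1.0 mM. Compound: 20 µM single dose. Times: enzyme reaction with compound 20 min at room temperature. Detection: resorufin fluorescence at Ex 544/Em 590 nm.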
# * = called active by the depositor; . = no result given. Rule as the data show it, unless noted: active = inhibition above about 50%; inactive = the rest.
molecule	Hsp70 activator	PMI act satM6P	Diaph act CS	Redox H2O2 prof	RAM network inh	Diaphorase inh	Lmaj promast	PMI activator	G6PDH counter	TLR4 MyD88 comp	S1P3 antagonist
COc1ccc(CN2CCCC(C(=O)c3ccc(Cl)cc3)C2)cc1Cn1cccn1 (stereo unspecified)	-0.1	1	0.9	-1.0	0.8	7	96*	1	7	8	18
O=C(CSC(=S)N1CCSCC1)c1ccc(Cl)cc1	0.1	1	0.9	-0.7	0.0	9	-6	0.9	-1	-10	16
c1cncc(-c2nc3c(ccc4ccccc43)[nH]2)c1	0.1	0.6	0.7	-4.3	0.9	27	2	0.7	3	-6	.
CCOC(=O)Cc1nnc(NC(=O)C(CC)Sc2nnc3c4ccccc4n(C)c3n2)s1 (stereo unspecified)	-0.2	0.9	0.8	-2.9	4.3	20	-10	0.9	-31	-4	-11
COC(=O)CCCC(=O)Nc1c(F)c(F)c(F)c(F)c1F	-0.4	1	1	0.1	-0.1	3	-4	1	-1	14	-36
O=C1C2CC=CCC2C(=O)N1CC(=O)N(Cc1ccccc1)C1CCS(=O)(=O)C1 (stereo unspecified)	-0.3	1	0.8	0.6	-0.2	15	20	1	0	-18	-12
CC(C)C(=O)Nc1ccc(NC(=O)c2ccccc2Cl)nc1	-0.2	0.9	0.9	-0.3	-0.1	13	-9	0.7	12	9	-2
CCN(CC)CCOC(=O)c1ccc(Cl)cc1	-0.2	1	0.8	0.1	1.3	16	-4	0.9	12	-5	.
O=C(Cn1cnc2c(cnn2-c2ccccc2)c1=O)N1CCCc2ccccc21	-0.5	1.1	0.9	2.2	0.9	15	-4	1	-8	-2	-29
C=C(C)CN=C1NN=C(c2cc(C)n(-c3ccc(C)cc3)c2C)CS1	-0.3	0.8	0.9	-1.0	2.8	13	91*	0.9	-4	-8	-10
O=C(NCC1CCCO1)c1ccc(NC(=O)C2C3C=CC(C3)C2C(=O)O)cc1 (stereo unspecified)	-0.5	1	0.9	-4.0	0.1	9	-3	1.1	10	-2	.
COC(=O)C1=CC(C(=O)c2cccs2)=NN(c2ccc(OC)cc2)C1C(=O)OC (stereo unspecified)	0.3	0.9	0.8	-0.1	1.5	25	13	0.9	-4	10	-5
O=c1[nH]c(-c2ccccn2)nc(C(F)(F)F)c1Br	0.6	0.9	0.8	0.4	-1.4	17	97*	0.9	19	2	-18
Cc1cccc(CSC(Nc2ccc(F)cc2)=C(C#N)C#N)c1	-0.2	0.9	0.8	0.1	7.3	24	25	0.8	20	-3	4
CC(C)(C)c1cc(C(=O)Nc2cccc3ccccc23)ccn1	-0.1	1.1	1	0.2	-0.4	-1	2	1.2	13	-2	.
Cn1c(CO)cnc1SCc1ccccc1	-0.2	1.1	0.9	-6.2	0.8	5	-6	1.1	7	-7	.
O=C(N/N=C\c1ccc(OCC(=O)N2CCCC2)cc1)C(=O)Nc1ccccc1F	0.1	1.1	0.9	-0.2	2.9	11	-7	1.1	0	-12	5
Cc1nn(Cc2ccc(Cl)c(Cl)c2)c(C)c1NC(=O)c1sc2ccccc2c1Cl	1.4	0.9	0.9	0.1	3.2	10	1	0.9	11	-15	.
Cn1c(CO)cnc1SCC(=O)c1ccc(Cl)cc1	-0.3	0.9	0.9	-1.8	-0.8	8	-2	0.9	2	-9	-8
CCN1CCN(Cc2ccc(NC(=O)CC3Oc4ccc(C)cc4NC3=O)cc2)CC1 (stereo unspecified)	0.4	1	0.9	-1.6	2.9	5	15	1.1	8	10	-18
CC(C)NC(=O)CCn1nc(-c2ccc(Cl)cc2)c2ccccc2c1=O	0.2	1.1	0.8	-0.2	0.3	17	5	1	4	2	-8
COc1ccc(NC(=O)C2CCCN(S(=O)(=O)c3c(C)[nH]c(=O)[nH]c3=O)C2)cc1OC (stereo unspecified)	-0.3	1.1	1.1	0.1	4.8	-8	4	1	3	-2	-5
CCOC(=O)c1cc2cc(OC)ccc2nc1C	-0.1	0.8	0.9	0.1	0.0	11	2	0.9	4	-1	.
CN(CC(=O)NCCc1ccccc1)S(=O)(=O)c1cnc[nH]1	0.0	1.1	0.9	0.1	0.1	7	58*	1.1	-2	-11	-5
O=c1c2c(nc3cc(-c4ccc(F)cc4)[nH]n13)CCC2	0.2	1.1	0.9	0.0	1.1	6	-5	1	15	-13	-5
C=CCc1c(C)nc(-c2ccccc2)nc1N/N=C(\C)c1ccc(N)cc1	-0.3	1.3	1	0.0	0.1	5	-1	1.3	-3	2	-4
CN(C)c1ccc(N=Nc2ccc(S(=O)(=O)O)cc2)c2ccccc12	-0.3	0.7	0.7	-1.7	10*	26	2	0.9	-3	3	-5
O=C(Nc1ccc2nc3n(c(=O)c2c1)CCCC3)c1cc([N+](=O)[O-])ccc1F	-0.3	0.9	0.9	0.6	2.1	10	100*	0.9	2	-17	-9
O=C(Nc1cccc(Cl)c1)Nc1cccc(Cl)c1	5.0	1	0.8	0.0	2.9	22	-3	0.9	0	-5	.
O=C(/C=C/c1ccccc1)N1CCC(N2CCC(C(=O)N3CCOCC3)CC2)CC1	-0.4	1	0.9	-1.0	0.4	7	51*	0.9	7	-9	3
O=C1CCCC2=C1C(c1ccc(O)c(O)c1)Nc1ccc3ncccc3c12 (stereo unspecified)	-0.2	0.5	0.3	-0.1	2.6	71*	-7	0.5	28	-4	-12
Cc1ccccc1NC1=NC(C)(C)N=C(N)N1	-0.1	1	1.1	2.2	0.9	-8	-5	1	12	6	-12
CC1(C)CC(=O)C(C=Nc2ccc(O)cc2)=C(O)C1	-0.1	0.8	0.7	0.9	1.9	26	8	0.8	2	5	0
Nn1cnc2c(c1=O)C1(CCCCC1)Cc1ccccc1-2	-0.1	1	0.8	0.5	4.3	19	-2	1	0	3	9
Cc1cccc(C)c1NC(=O)C(NC(=O)c1ccccn1)c1ccc([N+](=O)[O-])cc1 (stereo unspecified)	-0.2	0.9	0.9	1.3	0.9	10	2	0.9	-1	2	.
O=C(NC1CCCCCC1)c1c(F)c(F)c(F)c(F)c1F	-0.4	1.1	0.9	0.1	0.2	10	-6	1.1	13	2	5
COc1ccc(-c2nc(CCl)cs2)cc1OC	0.2	1.6	0.9	-0.1	-0.2	12	14	1.6	3	-13	-8
CCOC(=O)c1ccc(N/C(=N\S(=O)(=O)c2ccccc2C)c2ccccc2)cc1	0.7	0.9	0.9	1.3	3.0	13	88*	0.9	6	-9	.
O=C1C2CC=C(Cl)CC2C(=O)N1CCC[n+]1cccc2ccccc21 (stereo unspecified)	-0.2	0.8	0.8	0.0	3.0	16	-5	0.9	-1	18	0
O=C(Nc1nnc(-c2ccco2)o1)c1cccc(N2C(=O)CCC2=O)c1	-0.3	1	0.9	-1.8	1.2	11	-3	1	9	-6	-13
Cc1ccc(S(=O)(=O)N(c2cccc(C)c2)C2CCS(=O)(=O)C2)cc1 (stereo unspecified)	-0.3	1	0.8	0.0	2.3	17	0	1	-2	-1	.
O=[N+]([O-])c1cc(S(=O)(=O)N2CCCC2)ccc1N/N=C/c1ccncc1	-0.5	0.9	0.9	0.1	2.5	10	9	0.9	19	-5	-6
CCN1CCc2c(C#N)c(N3CCOCC3)nc(NCc3ccccc3)c2C1	-0.3	0.8	0.8	1.0	2.5	19	21	0.7	4	1	.
O=C(NC1CCCC1)C1CCN(S(=O)(=O)N2CCCCC2)CC1	-0.3	1	1	-0.6	0.3	4	-1	1	1	-12	18
Cc1cc(F)ccc1S(=O)(=O)Nc1ccccc1C(=O)NCc1ccccn1	-0.5	1	0.9	-3.3	1.6	13	3	1	4	-4	-6
Cn1c(SCC(=O)NC2CCCCC2)nnc1-c1cccc(N)c1	-0.3	1	1	0.7	4.3	1	-9	1.1	9	-9	.
COc1ccc(-c2noc(CSc3nc(N)c(-c4ccccc4)c(=O)[nH]3)n2)cc1	-0.1	0.9	0.9	-1.4	5.3	10	0	0.9	-46	-8	-20
Nc1ccc(-c2nc3c(Cl)c(N)ccc3[nH]2)cc1	-0.6	0.9	0.9	2.0	-0.4	8	-2	1	1	-3	-2

# Structures from the list above that contain a cyano group, in the order listed:
molecule	Hsp70 activator	PMI act satM6P	Diaph act CS	Redox H2O2 prof	RAM network inh	Diaphorase inh	Lmaj promast	PMI activator	G6PDH counter	TLR4 MyD88 comp	S1P3 antagonist
Cc1cccc(CSC(Nc2ccc(F)cc2)=C(C#N)C#N)c1	-0.2	0.9	0.8	0.1	7.3	24	25	0.8	20	-3	4
CCN1CCc2c(C#N)c(N3CCOCC3)nc(NCc3ccccc3)c2C1	-0.3	0.8	0.8	1.0	2.5	19	21	0.7	4	1	.

# Following part
molecule	Hsp70 activator	PMI act satM6P	Diaph act CS	Redox H2O2 prof	RAM network inh	Diaphorase inh	Lmaj promast	PMI activator	G6PDH counter	TLR4 MyD88 comp	S1P3 antagonist
COc1cccc(NC(=O)Cc2cn(C)c3ccccc23)c1	-0.2	1	0.9	0.2	0.4	7	3	1	-1	-6	.
Cc1c(Br)cc(C(=O)N2CCCCCC2)c(C)c1C	-0.2	1	1	0.3	-1.5	2	79*	1	13	0	.
CN1CCN(c2ccc([N+](=O)[O-])cc2C(=O)c2ccccc2)CC1	-0.1	1	0.9	-0.1	0.7	7	56*	0.9	-10	-1	-7
COc1ccc(C2c3c(ncn(CCN4CCOCC4)c3=N)Oc3ccc4ccccc4c32)cc1 (stereo unspecified)	-0.1	1	0.9	0.4	0.9	8	100*	1	3	-6	.
COC(=O)Cc1ccc(NC(=S)N2CCCCC2C)cc1 (stereo unspecified)	-0.2	0.9	0.9	-0.1	-0.1	10	-3	0.9	4	-4	1
O=C(NCc1ccccc1)NC1CC2CCC(C1)N2Cc1ccco1 (stereo unspecified)	-0.2	0.9	0.9	-0.7	0.0	13	18	0.9	15	3	15
COCC(=O)Nc1cc(C(=O)OC)cc(C(=O)OC)c1	-0.6	1.1	1	-0.5	-0.4	-1	48	1.1	-2	7	0
Clc1ccc(CN2CCC(c3nc4ccc(Cl)cc4[nH]3)CC2)cc1	-0.6	1	0.9	-6.6	0.1	11	99*	1.1	0	-4	.
